HepG2 viability: HepG2 cytotoxicity, counter-screen for TGF-b inhibitors. 0.76% of 410,000 active. Potency, µM (titrated, usually from 46.1 µM), without a hit: at the top dose activity change, negative = cytotoxicity, most hits filed as cytotoxic. HepG2 CAGA-GFP viability, ATP luminescence, 18 h; note: potency is the fitted concentration of half-maximal effect; some results filed as inactive show a strong effect at the top dose
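HepG2 CAGA-GFP cells (1000/well, DMEM with 1% FBS) received compound, then TGF-beta at 500 pg/mL final, and were incubated 18 hours at 37 degrees C. Viability was read by CellTiter-Glo luminescence. Media-only wells were set as complete cell-killing and DMSO as no toxicity.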
CCT chaperon mod: cytosolic chaperonin activity modulation. AID 651819. activity change, % (test concentration not listed), hits read low. 0.3% of 360,000 active. purified chaperonin ATPase assay, HTRF ADP detection, 30 min; in the data active = activity change below about -30%; note: % is set by controls: 0 for no effect and ±100 for the full control effect
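We incubate TRiC, 40 or 20 nM final, with library compounds at 76 uM and 10 uM ATP for 30 min at 37 °C. ADP formed is detected with Transcreener HTRF reagents after 30 min at room temperature.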
MmCpn inh: blocks the Methanococcus maripaludis chaperonin Mm-Cpn | AID 504842 | purified Mm-Cpn ATPase, ADP Transcreener TR-FRET | Potency, µM (highest dose often 76.9 µM), for the others: top-dose activity, negative = inhibition, most hits filed as inhibitors | 0.031% of 330,000 active; note: potency is the fitted concentration of half-maximal effect; % is set by controls: 0 for no effect and ±100 for the full control effect; nearly all actives have a fitted effect of over 80% in size
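Purified archaeal chaperonin (25 nM final) was preincubated with compound for 10 min at 37°C, then ATP (10 uM final) was added for 30 min at 37°C in Tris pH 7.4/KCl/MgCl2/DTT buffer. ADP was quantified by HTRF Transcreener TR-FRET.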
Abeta yeast res: compounds reversing amyloid beta toxicity in yeast; yeast expressing A-beta42, growth rescue, OD600, 48 h; response scale: 0% DMSO, 100% iron-clioquinol control; Potency, µM (top dose mostly 46.1 µM), for the others: at the highest dose growth rescue, hits mostly activators; 0.063% of 410,000 active; AID 1347071; note: potency is the fitted concentration of half-maximal effect; nearly all actives have a fitted effect of over 55% in size
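Yeast growth medium received pinned compounds, then yeast cells expressing toxic A-beta were added; plates incubated at 30 C for 48 hr. Growth read as absorbance at 600 nm, normalized to DMSO and equimolar FeCl3 plus clioquinol controls.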
TGFb inhibitor: TGF-b pathway inhibition | HepG2 CAGA-GFP TGF-b/SMAD3 reporter, GFP fluorescence, 18 h; TGF-beta stimulated, 500 pg/mL final | Potency, µM (titrated, usually from 46.1 µM), without a hit: at the highest dose activity, negative = inhibition, most hits filed as inhibitors | 1.2% of 410,000 active; note: potency is the fitted concentration of half-maximal effect; % is set by controls: 0 for no effect and ±100 for the full control effect; nearly all actives have a fitted effect of over 65% in size
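Using HEPG2 CAGA-GFP reporter cells at 1000 cells/well, we pinned test compounds, stimulated with recombinant TGF-beta (500 pg/mL final) and measured total well GFP after 18 h.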
Nrf2 activator: Nrf2 pathway activation; AREc32 ARE-luciferase reporter (MCF7-derived line), luminescence, 24 h; Potency, µM (series often up to 46.1 µM), inactives show at the highest dose activation, usual class: activators; 0.31% of 410,000 active; note: potency is the fitted concentration of half-maximal effect; % of control where 0% means no effect; nearly all actives have a fitted effect of over 65% in size
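Steps: seed AREc32_Fluc cells (1000/well, 5% FBS OPTI-MEM); incubate overnight at 37 deg C; add 23 nL compound; incubate 24 hr; add Steady-Glo; hold 30 min RT; read luminescence.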
Nrf2 inh: inhibitors of Nrf2 signaling. Potency, µM (series often up to 46 µM), without a hit: at the highest dose activity change, negative = inhibition, usual class: inhibitors. A549 ARE-Fluc reporter, luciferase luminescence, 18-24 h. 2.1% of 360,000 active. AID 504444; note: potency is the fitted concentration of half-maximal effect; % is set by controls: 0 for no effect and ±100 for the full control effect; nearly all actives have a fitted effect of over 60% in size
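Nrf2 activity is the BugLite luminescence, read 15 min after reagent at room temperature, following CellTiter-Fluor cytotoxicity readout (30 min, 37C). Compound titrations were applied for 18-24 h to 5000 A549 ARE_Fluc cells/well in 5% FBS OPTI-MEM.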
Akt phos inh: Akt phosphorylation inhibition; activity change, % for hits at 50 µM; Neuro2A IGF-stimulated pAkt S473 HTRF, 20 min; stronger effect = lower value; 0.32% of 360,000 active; AID 651550; in the data active = activity change below about -80%; inconclusive = mostly about -51% to -80%; note: % is set by controls: 0 for no effect and ±100 for the full control effect
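Neuro2A cells (4,500/well, DMEM with 0.5% FBS) were treated with compound at a single 50 µM final concentration, stimulated with 6 nM IGF for 20 min at 37 °C, and lysed. Phospho-Akt Ser473 was read by HTRF as 665/615 ratio ×10^4.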
A549 tox: kills or reduces viability of A549 cells in Nrf2 counter-screen | A549 ARE-Fluc cells, CellTiter-Fluor viability, 18-24 h | Potency, µM (titrated, usually from 46 µM), for inactives: at the highest dose activity change, negative = cytotoxicity, hits mostly inhibitors | 0.16% of 390,000 active; note: potency is the fitted concentration of half-maximal effect; % is set by controls: 0 for no effect and ±100 for the full control effect
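A549 ARE_Fluc cells in 5% FBS OPTI-MEM were exposed to compounds in concentration-response for 18-24 h at 37 deg C. Viability was read by CellTiter-Fluor fluorescence (Ex 405/Em 525) after 30 min, before the luciferase read.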
* = called active by the depositor; i = inactive; u = inconclusive; x = not tested or not shown; & = joins results of further samples; [ ] = remark or other dose. Unless noted, calls come from the whole dose curve; as a rule, active = well fitted curve in the direction sought with a large enough effect; inconclusive = small, poorly fitted or top-dose-only effect, or another doubt; inactive = no such curve, though single readings can be large; an effect the other way counts as inactive or inconclusive.

SMILES,HepG2 viability,CCT chaperon mod,MmCpn inh,Abeta yeast res,TGFb inhibitor,Nrf2 activator,Nrf2 inh,Akt phos inh,A549 tox
CCCC1NC(=O)c2cc3ccccc3cc2-n2c1nc1cc(F)ccc1c2=O (stereo not given),-21%,-1.7,x,-14%,-15%,-0.1%,x,i,x
COc1ccccc1-c1nc2cc(NC(=O)c3ccccc3Cl)ccc2o1,-41%,x,x,-8%,0%,18%,12%,x,1%
O=C1/C(=C/c2ccccc2)SC(=S)N1C1CCS(=O)(=O)C1 (stereo not given),-36%,3.0,1%,8%,-29%,u,-19%,i,-12%
Cc1ccc(-n2c(SCC(=O)O)nc3sc4c(c3c2=O)C(C)CCC4)cc1 (stereo not given),3%,2.1,-2%,-4%,-4%,-0.1%,u,i,0%
COc1ccc(N2C(=O)c3ccccc3S2(=O)=O)cc1,-1%,-3.5,-3%,8%,-1%,0.2%,29%&11%,i,-19%&0%
COc1cc2c(cc1NC(=O)COc1cc(C)ccc1C)oc1ccccc12,2%,x,x,-9%,-14%,0.9%,8%,x,2%
COc1ccccc1N(C)S(=O)(=O)c1ccc(C(=O)NCC2CCCCC2)cc1,-14%,2.9,-1%,5%,-29%,-0.1%,u,i,0%
COc1ccc(OCC(=O)OCCNC(=O)c2cccnc2)cc1,-14%,1.1,1%,-1%,2%,-0.4%,9%,i,3%
COc1ccc2c(c1)C(=O)N(c1ccccc1C)C(=O)C2(C)C,-18%,-0.8,-2%,-11%,0%,-0.5%,-3%,i,-8%
COc1ccc(CC(NC(C)=O)C(=O)NC2CCN(S(=O)(=O)c3ccc(NC(C)=O)cc3)CC2)cc1OC (stereo not given),-6%,1.5,2%,-4%,2%,-0.4%,u,i,1%
C=CCOC(=O)C1=C(C)NC(=O)NC1c1ccc(Cl)cc1 (stereo not given),-3%,0.4,1%,-2%,7%,-0.2%,u,i,11%
O=C(CSc1ncnc2ccccc12)c1ccc2c(c1)OCCO2,-19%,-1.6,20µM*,18%,0%,u,u,i,-11%
CCOC(=O)c1c(C)[nH]c(C)c1C(=O)CSc1ncccn1,4%,-0.5,2%,23%,3%,-0.4%,8%,i,-2%
NS(=O)(=O)c1ccc(CNS(=O)(=O)c2cccc3nonc23)cc1,6.3µM*,-1.0,1%,-7%,0%,-0.7%,25%,i,6%
COC(=O)c1sc(=S)n(-c2ccc(Cl)cc2)c1C,9%,-1.5,2%,-51%[inhibitor],8%,0.3%,x,i,11%
COc1cc(-c2ccc3c(=O)c4ccccc4sc3c2)cc(OC)c1OC,-17%,-0.6,u,-4%,2%,u,-27%,i,1%
O=C(NNC(=O)c1ccc2c(c1)OCO2)NC1CCCCC1,-2%,-4.0,1%,0%,6%,2.7%,17%,i,-2%
CC(C)CN(C(=O)c1ccc(N2CCCC2=O)cc1)C1CCS(=O)(=O)C1 (stereo not given),-1%,-0.1,3%,3%,-24%,0.2%,2%,i,1%
CCCC1(C(=O)OCC)NC(c2ccc(N(C)C)cc2)C2C(=O)N(c3ccc4c(c3)OCCO4)C(=O)C21 (stereo not given),-5%,1.5,0%,1%,0%,0.2%,x,i,-1%
Oc1c(Br)cc(Br)cc1CNc1cccc2cccnc12,-63%,0.2,-5%,-40%[inhibitor],u,u,-6%,i,-11%
CN(CC(=O)Nc1ccc(F)cc1)C(=O)COC(=O)CNC(=O)c1ccc(Cl)cc1Cl,1%,0.2,-2%,8%,9%,0.4%,-5%,i,-15%
Cc1cccc(-c2cnc(C(O)Cc3ccccc3)[nH]2)c1 (stereo not given),-17%,0.9,x,-6%,-5%,-0.9%,x,i,x
C[C@@H]1CN([C@H](C)CO)C(=O)c2cc(C#CC3CC3)cnc2O[C@H]1CN(C)S(C)(=O)=O,-5%,-2.5,x,-3%,0%,1.0%,x,i,x
O=[N+]([O-])c1cc(S(=O)(=O)Nc2ccccc2)ccc1NCc1cccnc1,-15%,1.3,0%,15%,-5%,4.7%,-18%,i,8%
CCC(C)NC(=O)CCCCCn1c(=O)[nH]c2cc(OC)c(OC)cc2c1=O (stereo not given),-1%,0.7,-3%,11%,-15%,-0.2%,-9%,x,-6%
C=C1CCN([C@@H](C)C(=O)NCc2ccc(Cl)cc2)S(=O)(=O)c2ccccc21,-11%,0.4,0%,-5%,-9%,0.9%,-2%,i,11%
CCOc1ccc(CNC(=O)c2ccc(-c3nc(CSc4ccc(C)cc4)c(C)o3)cc2)cc1,-3%,x,x,-8%,-13%,0.0%,13%,x,0%
CC1(NC(=O)Nc2cc([N+](=O)[O-])ccc2O)CCS(=O)(=O)C1 (stereo not given),16%,0.4,1%,14%,14%,-0.2%,18%,i,-23%
COC(=O)c1oc2ccc(Br)cc2c1NC(=O)c1ccccc1,-13%,-4.4,-1%,8%,0%,-0.2%,-10%,i,-12%
CCCNS(=O)(=O)c1ccc(Oc2ncc(C(F)(F)F)cc2Cl)cc1,-35%,-1.2,-3%,15%,-22%,0.3%,-29%,i,-14%
O=C(NCc1cccnc1)c1cccc(NS(=O)(=O)c2ccc(Br)cc2)c1,-10%,1.8,1%,-7%,1%,0.1%,-6%,i,-4%
COCCOC1CCN(C(=O)c2ccc(OC)c(OC3CCN(C(C)C)CC3)c2)CC1,2%,-2.1,-1%,10%,14%,-0.3%,-6%,i,1%
O=C(Nc1ccc(Nc2ccccc2)cc1)C(Cl)(Cl)Cl,-4%,1.6,2%,-33%[inhibitor],7%,4.6%,-8%,i,-2%
COc1ccc(C)cc1NC(=O)CN(c1cc(C(F)(F)F)ccc1Cl)S(C)(=O)=O,-26%,x,x,-2%,u,-0.6%,-30%,x,2%
COc1ccc(OC)c(C=Nc2ccccc2-c2nc3ccccc3[nH]2)c1,-11%,-1.0,-4%,-9%,5%,18%,12%,i,u
O=C(CCCn1c(=O)oc2ccccc21)Nc1cccnc1,-14%,-0.6,1%,-15%,-18%,-0.9%,8%,i,-2%
Cc1cccc(NS(=O)(=O)c2ccc(C(=O)N3CC(C)OC(C)C3)cc2)c1C (stereo not given),-16%,-2.0,2%,7%,9%,-0.5%,-28%,i,0%
COc1cccc(C2=CC(=O)C[C@H](c3ccc(Cl)cc3)C2)c1,2%,-0.9,-1%,-9%,1%,-0.5%,-23%,i,-1%
CS(=O)(=O)Oc1ccc2c(c1)O/C(=C\c1cccc([N+](=O)[O-])c1)C2=O,2%,-1.8,0%,-19%,-2%,3.1%,7%,i,0%
CCOC(=O)N1CCC2(CC1)CC(=O)c1c(ccc3oc(C(=O)O)c(C)c13)O2,10%,3.3,-6%,4%,-3%,-0.5%,5%,i,1%
CC[C@H]1C/C=C\Cc2ccccc2[C@@H](C(=O)C[C@@H](O)CC(C)=O)OC1=O,0%,-1.5,1%,3%,5%,-0.5%,-3%,i,3%
Cc1cc(C)nc(NS(=O)(=O)c2ccc(NCN3C(=O)c4ccccc4C3=O)cc2)n1,-14%,2.3,x,6%,-7%,-0.9%,x,i,x
[O-][n+]1onc2c1CCc1nnccc1-2,1%,-2.1,1%,-3%,0%,22%,x,i,-9%
O=C(O)CCn1c(=O)n(CCC(=O)O)c(=O)n(CCC(=O)O)c1=O,-11%,1.1,1%,-5%,-14%,-0.7%,-2%,i,2%
C=CC[C@]12C=C(OC)C(=O)C=C1O[C@@H](c1ccc3c(c1)OCO3)[C@H]2C,-1%,-0.9,x,-8%,22%,-1.0%,-6%,i,3%
CCOC(=O)C1CCCN(c2ccc(NC(=O)c3snc4c(=O)[nH]c(C)nc34)cc2)C1 (stereo not given),-6%,0.2,2%,-9%,29%,0.2%,2%,x,-5%
Cc1ncoc1C(=O)N1CCCC(CCC(=O)NCc2ccccc2F)C1 (stereo not given),-13%,1.9,0%,4%,-12%,0.0%,4%,i,-1%
O=[N+]([O-])c1ccc(Oc2ccc(F)cc2Br)c2ccncc12,-6%,1.3,1%,-53%[inhibitor],-10%,u,x,i,-7%
CC(C)OC(=O)CSc1nc2cccnc2n1-c1ccc(F)cc1,9%,-1.0,0%,-2%,22%,-1.0%,-2%,i,-3%

From PubChem BioAssay
